Bim-Bcl-XL – inhibitors of Bim-Bcl-XL binding, primary screen, biochemical, multiplexed, bead flow cytometry, human Bcl-XL. Bcl-2-like protein 1 (Homo sapiens), Q07817. Bim peptide-Bcl-XL binding, fluorescence. inhibition, % at 10 µM. 0.04% of 190,000 active. AID 1007, 2008
Mcl1-Noxa inh – Mcl-1/Noxa binding inhibitors, primary screen, biochemical, TR-FRET, 1536-well; Induced myeloid leukemia cell differentiation protein Mcl-1 (Homo sapiens), Q07820; TR-FRET Mcl-1/Noxa peptide binding, 2 h; inhibition, % at 21.7 µM; 1.5% of 220,000 active; AID 1022, 2008;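 active = compounds that cut the protein-peptide binding signal by more than 50% relative to plate controls in a single-dose test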;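 note: His-tagged Mcl-1 with rhodamine Noxa BH3 peptide and terbium anti-His antibody; 0% = Mcl-1 plus Noxa peptide wells and 100% = peptide-only wells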
RGS4-Gao reg – modulators of RGS4 binding to Galphao, primary screen, biochemical, multiplexed bead flow cytometry; actives lie on both sides; 0.33% of 220,000 active; Guanine nucleotide-binding protein G(o) subunit alpha (Homo sapiens), P09471; binding response (% of control), % at 10 µM; AID 1415, 2008; in the data active = binding response below about 49% or above about 150%; inactive = in between;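 note: fluorescent Galphao activated with aluminum fluoride binding bead-coupled RGS4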
Target sequence (P09471 whole entry, looked up): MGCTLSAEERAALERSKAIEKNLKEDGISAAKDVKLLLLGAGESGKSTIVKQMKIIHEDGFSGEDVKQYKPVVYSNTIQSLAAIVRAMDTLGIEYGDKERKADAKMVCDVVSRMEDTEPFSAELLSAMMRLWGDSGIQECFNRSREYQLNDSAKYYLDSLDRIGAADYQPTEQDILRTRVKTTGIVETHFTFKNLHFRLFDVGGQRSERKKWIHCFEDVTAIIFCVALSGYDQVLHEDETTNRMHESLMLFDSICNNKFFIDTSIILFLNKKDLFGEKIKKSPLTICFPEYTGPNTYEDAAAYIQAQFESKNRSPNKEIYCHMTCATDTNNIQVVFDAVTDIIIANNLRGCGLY
Bim-Bcl-W – inhibitors of Bim binding to Bcl-W, primary screen, biochemical, multiplexed, bead-based flow cytometry. Bim peptide-Bcl-W binding. inhibition, % at 10 µM. 0.02% of 190,000 active. AID 952, 2007;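 note: 0% = bound tracer without compound and 100% = peptide blocker; higher means less fluorescent Bim peptide bound to Bcl-W beads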
Bim-Bfl-1 – inhibitors of Bim binding to Bfl-1, primary screen, biochemical, multiplexed, bead-based flow cytometry | Bcl-2-related protein A1 (Homo sapiens), Q16548 | Bim-Bfl-1 binding inhibition | inhibition, % at 10 µM | 0.12% of 190,000 active | AID 1008, 2008;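 note: 0% = wells without compound plus tracer and 100% = blocker peptide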
Bim-Bcl-2 – inhibitors of Bim-Bcl-2 binding, primary screen, biochemical, multiplexed, human Bcl-2 family | Apoptosis regulator Bcl-2 (Homo sapiens), P10415 | inhibition, % at 10 µM | 0.06% of 190,000 active | Bead-based flow cytometry, Bim peptide-Bcl-2 binding; in the data active = inhibition above about 40%; inconclusive = no clear call, values can overlap the other calls;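 note: 0% = no compound wells with probe peptide and 100% = reference peptide inhibitor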
Target sequence (P10415 whole entry, looked up): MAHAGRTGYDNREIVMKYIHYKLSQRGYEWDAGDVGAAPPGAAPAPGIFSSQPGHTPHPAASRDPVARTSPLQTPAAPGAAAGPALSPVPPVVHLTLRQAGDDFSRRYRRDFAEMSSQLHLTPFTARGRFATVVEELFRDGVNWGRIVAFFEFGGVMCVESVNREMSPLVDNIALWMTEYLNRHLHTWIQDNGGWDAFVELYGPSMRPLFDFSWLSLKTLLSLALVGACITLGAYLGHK
RGS8-Gao reg – RGS8-Galphao binding modulators, primary screen, biochemical, multiplexed bead flow cytometry | Guanine nucleotide-binding protein G(o) subunit alpha (Homo sapiens), P09471 | actives lie on both sides | 0.34% of 220,000 active | response (percent of control binding), % at 10 µM; in the data active = response below about 60% or above about 140%; inactive = in between;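 note: Galphao activated as the GDP aluminium fluoride complex binding bead-coupled RGS8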
Bcl-B Bim block – inhibitors of Bim-Bcl-B binding, primary screen, biochemical, multiplexed, human Bcl-2 family; 0.073% of 190,000 active; bead-based flow cytometry, Bim peptide-Bcl-B binding; AID 951, 2007; inhibition, % at 10 µM;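 note: 0% = tracer peptide without compound and 100% = reference inhibitor peptide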
Target sequence (Q9HD36 whole entry, looked up): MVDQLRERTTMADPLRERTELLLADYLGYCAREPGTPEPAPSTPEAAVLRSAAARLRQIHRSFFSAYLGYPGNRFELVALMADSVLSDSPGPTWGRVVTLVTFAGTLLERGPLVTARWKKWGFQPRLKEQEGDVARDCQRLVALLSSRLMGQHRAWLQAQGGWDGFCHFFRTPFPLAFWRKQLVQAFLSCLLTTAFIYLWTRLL
RGS7-Gao – RGS7-Galphao binding modulators, primary screen, biochemical, multiplexed bead flow cytometry; binding response (% of control), % at 10 µM; 0.35% of 220,000 active; actives lie on both sides; AID 1439, 2008; in the data active = binding response below about 49% or above about 150%; inconclusive = no clear call, values can overlap the other calls; inactive = in between;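 note: fluorescent Galphao held in activated GDP-AlF4 state binding bead-coupled RGS7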
Mcl-1 Bim block – inhibitors of Bim peptide binding to Mcl-1, primary screen, biochemical, bead-based flow cytometry, multiplex; Induced myeloid leukemia cell differentiation protein Mcl-1 (Homo sapiens), Q07820; Bim peptide-Mcl-1 binding; inhibition, % at 10 µM; 0.1% of 190,000 active;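 note: 0% = no compound tracer wells and 100% = peptide blocker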
Mcl1-Bid inh – Mcl-1/Bid binding inhibitors, primary screen, biochemical, TR-FRET, 1536-well; inhibition, % at 21.7 µM; 0.97% of 220,000 active; AID 1021, 2008; TR-FRET Mcl-1/Bid-Dy647 peptide binding;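 active = compounds that cut the binding signal by more than half at the single screening dose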;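 note: His-tagged Mcl-1 with europium anti-His antibody binding Bid BH3 peptide; 0% = Mcl-1 plus peptide wells and 100% = peptide-only wells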
Numbers without * were called inactive. Cut-off read from the data, not from the text of the source, unless noted: active = inhibition above about 40%.

How did COc1ccccc1N1CCN(C(=O)C2CCCCN2S(=O)(=O)c2ccc(C)cc2)CC1 (centres undefined) do in these assays?
Mcl1-Noxa inh: -5; RGS4-Gao reg: 100; RGS8-Gao reg: 99; RGS7-Gao: inconclusive; Mcl1-Bid inh: -49

What do the screens show for `COc1cc(-c2nc(C)c(C(C)=O)n2O)ccc1OCC(=O)Nc1ccc(F)cc1`?
Bim-Bcl-XL: -11; Mcl1-Noxa inh: 30; RGS4-Gao reg: 104; Bim-Bcl-W: -8; Bim-Bfl-1: 8; Bim-Bcl-2: -7; RGS8-Gao reg: 99; Bcl-B Bim block: -40; RGS7-Gao: 98; Mcl-1 Bim block: -2; Mcl1-Bid inh: -6

What do the screens show for `CCn1c(Cc2ccccc2)nnc1SCC(=O)Nc1ccc2c(c1)OCO2`?
Bim-Bcl-XL: -6; Mcl1-Noxa inh: 6; RGS4-Gao reg: 101; Bim-Bcl-W: 0; Bim-Bfl-1: -5; Bim-Bcl-2: -8; RGS8-Gao reg: 100; Bcl-B Bim block: -4; RGS7-Gao: 102; Mcl-1 Bim block: -1; Mcl1-Bid inh: -20

How did CCOC(=O)C1CCCN(C(=O)CN2C(=O)COc3ccc(C(C)(C)C)cc32)C1 (centres undefined) do in these assays?
Bim-Bcl-XL: -7; Mcl1-Noxa inh: 40; RGS4-Gao reg: 101; Bim-Bcl-W: -8; Bim-Bfl-1: -11; Bim-Bcl-2: -5; RGS8-Gao reg: 103; Bcl-B Bim block: -9; RGS7-Gao: 98; Mcl-1 Bim block: -7; Mcl1-Bid inh: -15

How did NS(=O)(=O)c1ccc(NC(=O)/C=C/c2ccco2)cc1 do in these assays?
Bim-Bcl-XL: -2; Mcl1-Noxa inh: 30; RGS4-Gao reg: 100; Bim-Bcl-W: 0; Bim-Bfl-1: -2; Bim-Bcl-2: 0; RGS8-Gao reg: 99; Bcl-B Bim block: -2; RGS7-Gao: 101; Mcl-1 Bim block: -1; Mcl1-Bid inh: -39

How did COc1ccc(-c2cc(C3CCN(C(=O)OC(C)(C)C)CC3)[nH]n2)cc1 do in these assays?
Bim-Bcl-XL: -1; Mcl1-Noxa inh: 22; RGS4-Gao reg: 100; Bim-Bcl-W: -1; Bim-Bfl-1: -6; Bim-Bcl-2: -4; RGS8-Gao reg: 103; Bcl-B Bim block: -5; RGS7-Gao: 96; Mcl-1 Bim block: -1; Mcl1-Bid inh: -11

How did CN(C)c1cc(C(F)(F)F)nc(-c2ccccn2)n1 do in these assays?
Bim-Bcl-XL: -6; Mcl1-Noxa inh: 5; RGS4-Gao reg: 101; Bim-Bcl-W: -1; Bim-Bfl-1: -10; Bim-Bcl-2: -6; RGS8-Gao reg: 101; Bcl-B Bim block: -9; RGS7-Gao: 101; Mcl-1 Bim block: 0; Mcl1-Bid inh: -5

Results for Cc1cc(N)n(-c2ccc(S(=O)(=O)N3CCOCC3)cc2[N+](=O)[O-])n1 ?
Mcl1-Noxa inh: -12; RGS4-Gao reg: 101; RGS8-Gao reg: 101; RGS7-Gao: inconclusive; Mcl1-Bid inh: -15

Results for O=C(COc1ncnc2ccccc12)Nc1cc([N+](=O)[O-])ccc1F ?
Mcl1-Noxa inh: -10; RGS4-Gao reg: 110; RGS8-Gao reg: 105; RGS7-Gao: inconclusive; Mcl1-Bid inh: -13

How did O=C(COC(=O)C1CCCCC1C(=O)N1CCc2ccccc21)NCc1ccco1 (centres undefined) do in these assays?
Bim-Bcl-XL: -2; Mcl1-Noxa inh: 26; RGS4-Gao reg: 92; Bim-Bcl-W: -3; Bim-Bfl-1: -6; Bim-Bcl-2: -6; RGS8-Gao reg: 100; Bcl-B Bim block: -8; RGS7-Gao: 97; Mcl-1 Bim block: -1; Mcl1-Bid inh: -21

Results for COc1ccc(/C=C/C(=O)c2cc3cccc(OC)c3oc2=O)cc1 ?
Bim-Bcl-XL: 0; Mcl1-Noxa inh: 2; RGS4-Gao reg: 102; Bim-Bcl-W: 0; Bim-Bfl-1: 0; Bim-Bcl-2: 0; RGS8-Gao reg: 100; Bcl-B Bim block: -4; RGS7-Gao: 100; Mcl-1 Bim block: 0; Mcl1-Bid inh: 7

How did CC(C)CCNC(=O)CCc1nnc(COc2ccccc2)o1 do in these assays?
Bim-Bcl-XL: -2; Mcl1-Noxa inh: -2; RGS4-Gao reg: 101; Bim-Bcl-W: -2; Bim-Bfl-1: -6; Bim-Bcl-2: 0; RGS8-Gao reg: 101; Bcl-B Bim block: -5; RGS7-Gao: 102; Mcl-1 Bim block: -1; Mcl1-Bid inh: -6

How did CC(=O)Cc1nsc(NC(=O)c2cccs2)n1 do in these assays?
Bim-Bcl-XL: 18; Mcl1-Noxa inh: 20; RGS4-Gao reg: 97; Bim-Bcl-W: 5; Bim-Bfl-1: 18; Bim-Bcl-2: 18; RGS8-Gao reg: 97; Bcl-B Bim block: 12; RGS7-Gao: 95; Mcl-1 Bim block: 14; Mcl1-Bid inh: 5

Results for CN(C)S(=O)(=O)c1ccc(NC(=O)CSc2nc3ccccc3n2-c2ccccc2)cc1 ?
Bim-Bcl-XL: 0; Mcl1-Noxa inh: -16; RGS4-Gao reg: 102; Bim-Bcl-W: 0; Bim-Bfl-1: 2; Bim-Bcl-2: 4; RGS8-Gao reg: 105; Bcl-B Bim block: -3; RGS7-Gao: 104; Mcl-1 Bim block: -1; Mcl1-Bid inh: 5

What do the screens show for `O=C(O)CC(NC(=O)C(c1ccccc1)c1ccccc1)c1ccc(F)cc1` (centres undefined)?
Bim-Bcl-XL: -5; Mcl1-Noxa inh: -4; RGS4-Gao reg: 99; Bim-Bcl-W: -2; Bim-Bfl-1: -5; Bim-Bcl-2: -1; RGS8-Gao reg: 99; Bcl-B Bim block: -5; RGS7-Gao: 103; Mcl-1 Bim block: -1; Mcl1-Bid inh: -10

How did CC1(C)CC(=O)C2=C(C1)OC1OC(=O)CC21C (centres undefined) do in these assays?
Bim-Bcl-XL: -2; Mcl1-Noxa inh: 6; RGS4-Gao reg: 100; Bim-Bcl-W: -1; Bim-Bfl-1: 3; Bim-Bcl-2: -1; RGS8-Gao reg: 101; Bcl-B Bim block: 4; RGS7-Gao: 98; Mcl-1 Bim block: -4; Mcl1-Bid inh: -15

What do the screens show for `Cc1nn(CC(=O)N2CCOCC2)c(=O)c2ccccc12`?
Bim-Bcl-XL: 1; Mcl1-Noxa inh: 12; RGS4-Gao reg: 97; Bim-Bcl-W: 1; Bim-Bfl-1: 1; Bim-Bcl-2: 2; RGS8-Gao reg: 86; Bcl-B Bim block: 1; RGS7-Gao: 92; Mcl-1 Bim block: 3; Mcl1-Bid inh: -11

Results for Cc1cc(=O)[nH]c(SCC(=O)NC(c2ccccc2)c2ccccc2)n1 ?
Bim-Bcl-XL: -5; Mcl1-Noxa inh: 8; RGS4-Gao reg: 107; Bim-Bcl-W: -4; Bim-Bfl-1: -7; Bim-Bcl-2: -4; RGS8-Gao reg: 106; Bcl-B Bim block: -2; RGS7-Gao: inconclusive; Mcl-1 Bim block: -2; Mcl1-Bid inh: -16

What do the screens show for `O=c1[nH]c2ccccc2nc1/C=C/c1ccccc1`?
Bim-Bcl-XL: 4; Mcl1-Noxa inh: 1; RGS4-Gao reg: 94; Bim-Bcl-W: 0; Bim-Bfl-1: 3; Bim-Bcl-2: 0; RGS8-Gao reg: 101; Bcl-B Bim block: -11; RGS7-Gao: 97; Mcl-1 Bim block: 1; Mcl1-Bid inh: -4

Results for CCc1ccc(/C=N/NC(=O)c2cc(C3CC3)nc3ccccc23)s1 ?
Bim-Bcl-XL: -8; Mcl1-Noxa inh: -2; RGS4-Gao reg: 99; Bim-Bcl-W: 1; Bim-Bfl-1: -15; Bim-Bcl-2: -12; RGS8-Gao reg: 100; Bcl-B Bim block: -7; RGS7-Gao: 100; Mcl-1 Bim block: -3; Mcl1-Bid inh: -13

Results for O=C(O)CN(c1ccccn1)S(=O)(=O)c1ccc(Cl)cc1 ?
Bim-Bcl-XL: -10; Mcl1-Noxa inh: -1; RGS4-Gao reg: 102; Bim-Bcl-W: -4; Bim-Bfl-1: -21; Bim-Bcl-2: -12; RGS8-Gao reg: 102; Bcl-B Bim block: -14; RGS7-Gao: 101; Mcl-1 Bim block: -5; Mcl1-Bid inh: -21

Results for COc1ccc(-c2cnnn2-c2ccc(NC(=O)c3ccc(S(=O)(=O)N4CCCCC4)cc3)cc2)cc1 ?
Bim-Bcl-XL: -2; Mcl1-Noxa inh: 0; RGS4-Gao reg: 22*; Bim-Bcl-W: 0; Bim-Bfl-1: 1; Bim-Bcl-2: -2; RGS8-Gao reg: 25*; Bcl-B Bim block: -4; RGS7-Gao: 21*; Mcl-1 Bim block: 0; Mcl1-Bid inh: 6

How did O=C(c1cccc(F)c1)N1CCC(N2CCOCC2)CC1 do in these assays?
Bim-Bcl-XL: -4; Mcl1-Noxa inh: 30; RGS4-Gao reg: 92; Bim-Bcl-W: 2; Bim-Bfl-1: -11; Bim-Bcl-2: 0; RGS8-Gao reg: 95; Bcl-B Bim block: -6; RGS7-Gao: 95; Mcl-1 Bim block: 1; Mcl1-Bid inh: 35
